Compound activity deposited in PubChem by several laboratories.
Ins promoter up: insulin promoter activators in MIN6 cells, imaging, high-content screening, mouse beta cells | z-score at 5 µM | MIN6 insulin promoter-GFP reporter; active compounds read high | 0.3% of 190,000 active;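 active = z-score above 3 at 5 µM with at least 500 cells counted in the well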
ER stress rescue: rescue of cells from ER stress-induced death, primary screen, 384-well, CSM14.1, thapsigargin, ATP luminescence (AID 1222); CSM14.1 thapsigargin-induced death rescue, ATP luminescence; higher % means a stronger effect; one-dose cellular ATP content (survival), % at 20 µM; EC50 in µM for titrated hits; 190,000 tested, under 10 active;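 active = EC50 below 50 µM in the dose-response confirmation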;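 note: death triggered by thapsigargin at about 15 µM added after 2 h compound pretreatment; cell ATP read after overnight thapsigargin exposure of roughly 18 to 22 hours; normalized against plate controls of thapsigargin alone and 5% DMSO vehicle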
M17LAP inhibition: P. falciparum M17LAP inhibitors, primary screen, biochemical, fluorogenic H-Leu-NHMec substrate, 1536-well (AID 1619); Leucine aminopeptidase (Plasmodium falciparum (isolate 3D7)); recombinant M17LAP, H-Leu-NHMec fluorogenic kinetic assay; higher % means a stronger effect; inhibition, % at 30 µM; hits with a dose series show IC50 in µM; 0.38% of 220,000 active;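 active = compound inhibiting the enzyme by more than half at any dose during confirmatory dose-response retesting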;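 note: plate controls were full reaction with DMSO carrier for no effect and no enzyme background for full effect; strong numbers were not always called active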
UTI89 phage lysis: inhibition of K1F phage lysis, E. coli UTI89, bacterial capsule biogenesis inhibitors, alamar blue (AID 488966) | 0.02% of 340,000 active | E. coli UTI89 K1F phage lysis, alamar blue, 2 h; higher % means a stronger effect | inhibition, % at 100 µM; hits with a dose series show IC50 in µM;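 active = phage lysis inhibition, versus mean bacterial control, above a set limit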;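 note: capsule biogenesis inhibitors block K1F phage lysis so surviving cells raise fluorescence; higher fluorescence means more inhibition of phage lysis; actives were called in the ten point dose series up to 300 µM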
P. falciparum M1AAP: P. falciparum M1AAP inhibitors, biochemical, fluorogenic H-Leu-NHMec substrate, 1536-well (AID 1445) | Aminopeptidase N (Plasmodium falciparum (isolate 3D7)) | recombinant M1AAP, H-Leu-NHMec fluorogenic kinetic assay; higher % means a stronger effect | inhibition, % at 30 µM, or IC50 in µM where a hit was titrated | 0.42% of 220,000 active;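 active = primary inhibition above the hit cutoff, then over 50% inhibition at one or more dose response concentrations, cut at about 23% in these data, passing the limit was not always enough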;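 note: plate controls were DMSO full reaction for no effect and no enzyme background for full effect; strong numbers were not always called active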
Dynein cargo inh: inhibitors of GR-EGFP nuclear translocation, primary screen, dynein cargo transport inhibitor project, imaging, high-content, 3617.4 mouse cells | 0.47% of 220,000 active | test concentration mostly 20 µM; stimulated with dexamethasone, 1 µM; active compounds read low | z-score, hits read low | AID 1381, 2008;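 active = plate z-score of nuclear minus cytoplasmic receptor signal below a set negative limit, without overly bright fluorescence or cell loss, cut at about -3.5 in these data, passing the limit was not always enough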;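 note: z-score of nuclear minus cytoplasmic ring GR-EGFP intensity difference per well; some compounds called inactive have numbers as strong as hits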
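Also added – dexamethasone, 1.0 µM final · Buffer or medium – tet-free, stripped-serum medium · Schedule – induction 48 h, compound 1 h, agonist 30 min · Detection – formaldehyde fixation, Hoechst nuclear stain, 10x automated fluorescence imaging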
Autophagy HCS: autophagy modulators in MEF cells, primary screen, imaging, high-content, MEF GFP-LC3. MEF GFP-LC3 puncta imaging; test concentration mostly 10 µM. calls only at 10 µM (by protocol). 0.98% of 190,000 active. AID 463193, 2010;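 active = percentage of spot-positive cells more than 3 SD above its plate mean, without a fluorescence outlier flag or 80% toxicity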;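 note: spot-positive cell cutoff set from DMSO-treated cells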
MT stabilize HCS: microtubule stabilizers in HeLa cells, primary screen, imaging, high-content imaging. HeLa tubulin immunostaining HCS, 24 h; share of cells brighter than vehicle mean+2SD. % tubulin-high responders, % at 10 µM. 0.83% of 200,000 active. AID 2205, 2009;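 active = plate Z-score above 3 for both tubulin-high and condensed-nucleus cell shares, with cell loss under 80%, at 10 µM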;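 note: anti alpha tubulin signal scored within the nucleus-defined area of each cell; some results filed as inactive read as strong as hits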
bCat nuc transl: modulators of beta-catenin nuclear translocation, primary screen, imaging, HeLa cells, immunofluorescence, high-content | nuclear translocation activity, % at 5 µM | 0.3% of 190,000 active | AID 1665, 2009;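 active = nuclear translocation activity above 50% at 5 µM, with a well cell count of 50 or more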;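 note: per-cell ratio of nuclear to cytoplasmic median beta-catenin stain intensity; plate controls were DMSO negative control for no effect and GSK-3 inhibitor IX positive control for full effect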
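Test system: HeLa cells, endogenous beta-catenin; Compound: single 5 µM dose plus 0.02–20 µM confirmation series; Times: compound exposure 24 h at 37°C; Signal: fluorescence imaging of beta-catenin antibody stain plus DAPI; Read-out: % activation, nuclear-to-cytoplasmic median beta-catenin signal ratio per cell.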
Dynein cargo inh cytoplasmic EGFP: second read-out of Dynein cargo inh, no call of its own (marks repeat the call); z-score; measured here: cytoplasmic GR-EGFP intensity; active compounds read high
Dynein cargo inh nuclear GR-EGFP: also measured in Dynein cargo inh; calls as there; z-score; measured here: nuclear GR-EGFP intensity;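 lower value marks the stronger effect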
Dynein cargo inh cell count: further read-out of Dynein cargo inh, marked with its call; z-score; measured here: cell count per field
Ins promoter up cell count: second read-out of Ins promoter up, no call of its own (marks repeat the call); cell count; measured here: cytotoxicity, nuclei count;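 total cells summed across four imaged fields per well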
bCat nuc transl cell count 5 µM: recorded beside bCat nuc transl, whose call it bears; cell count; measured here: cell count, cytotoxicity flag
MT stabilize HCS Hoechst-high %: further read-out of MT stabilize HCS, marked with its call; % Hoechst-high responders; measured here: nuclear condensation Hoechst responders;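 share of cells brighter than vehicle mean plus two SD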
MT stabilize HCS cytotoxicity %: further read-out of MT stabilize HCS, marked with its call; toxicity, %; measured here: cytotoxicity by cell density;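 0% = mean cell density of plate MIN control wells and 100% = no cells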
Autophagy HCS cell loss 18 h: also measured in Autophagy HCS; calls as there; toxicity, %; measured here: cell loss, nuclei count;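 cell loss after 18 h compound exposure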
The depositor's hits bear a star; i = inactive; . = not tested or not shown; [ ] = remark or other dose.

SMILES | Ins promoter up | Ins promoter up cell count | ER stress rescue | M17LAP inhibition | UTI89 phage lysis | P. falciparum M1AAP | Dynein cargo inh | Dynein cargo inh cytoplasmic EGFP | Dynein cargo inh nuclear GR-EGFP | Dynein cargo inh cell count | Autophagy HCS | Autophagy HCS cell loss 18 h | MT stabilize HCS | MT stabilize HCS Hoechst-high % | MT stabilize HCS cytotoxicity % | bCat nuc transl | bCat nuc transl cell count 5 µM
O=C(CC1C(=O)NCCN1CC(c1ccccc1)c1ccccc1)NCCc1cn[nH]c1 (stereo unspecified) | -0.01 | 1331 | 1.1% | -5% | -0.7% | -2% | -0.34 | -0.28 | -0.076 | 0.22 | i | -34 | 4.9 | 2.6 | 7.1 | -0.1 | 972
CCO[C@H]1OC(C(=O)NCc2nc3ccccc3[nH]2)=C[C@@H](C)[C@@H]1CCCO | 0.57 | 1458 | 1.4% | 60% | 2.7% | -2% | 1 | -0.17 | 0.98 | -1.7 | i | -9 | 5.2 | 2.3 | 2.3 | 0.8 | 1101
O=C(N=Nc1c(O)n(Cc2ccccc2)c2ccccc12)c1cc2ccccc2cc1O | -0.92 | 1104 | -4.0% | 10% | 3.4%[50 µM] | 15% | -0.31 | -0.26 | -0.41 | 0.62 | i | 4 | 5.2 | 2.6 | 6.0 | 0.0 | 978
COc1cc(C=C2C(=O)c3ccccc3C2=O)cc(OC)c1 | 0.71 | 1003 | . | 3% | 0.3% | 5% | -1.1 | -0.19 | -0.24 | 0.37 | . | . | . | . | . | 1.1 | 1277
C/C(=N\NC(=O)Cc1csc(N2CCOCC2)n1)c1ccccc1 | 0.03 | 705 | -2.7% | 15% | 0.3% | 9% | 0.23 | -0.18 | 0.25 | -0.032 | i | 8 | 2.3 | 1.0 | 5.5 | 2.4 | 1123
Cc1c(Br)c(=O)oc2c(Br)c(O)c(O)cc12 | 0.4 | 1258 | -7.0% | 46% | 1.7%[50 µM] | 23% | 0.18 | -0.24 | -0.27 | -0.39 | i | 11 | 3.6 | 4.0 | 7.0 | -4.0 | 525
O=C(O)C1Cc2ccccc2CN1C(=O)CCl (stereo unspecified) | -0.5 | 1175 | -2.3% | 12% | 0.2% | 1% | -0.17 | -0.055 | -0.43 | 0.98 | i | -15 | 2.6 | 2.0 | 8.3 | -3.7 | 1119
FC(F)(F)c1cnc(Sc2ncn[nH]2)c(Cl)c1 | 1.3 | 1130 | -0.6% | -1% | -0.2% | 8% | -0.53 | -0.34 | 0.14 | 0.63 | i | 12 | 3.9 | 3.7 | 8.4 | -1.6 | 1088
Cc1cc(C(=O)NCc2ccco2)c2cc(F)ccc2n1 | 0.51 | 1448 | -2.2% | 15% | -0.1% | 3% | -0.66 | -0.21 | -0.13 | 0.41 | i | -6 | 0.6 | 1.0 | 4.3 | 0.5 | 993
CCCCNCCOCCSc1ccc(Cl)cc1 | -0.13 | 1685 | -6.3% | 4% | 0.0% | 3% | -0.5 | -0.2 | -0.34 | 0.45 | i | 3 | 1.4 | 1.5 | 3.7 | 3.1 | 1332
Cc1cc(=S)n(-c2ccccc2)n1C | 0.14 | 732 | 2.9% | -5% | 6.2% | 18% | -0.33 | -0.21 | 0.027 | 0.46 | i | -5 | 5.2 | 2.7 | 5.9 | 0.2 | 1137
CC(=O)Nc1ccc(S(=O)(=O)N2CCC(c3nc4ccccc4[nH]3)CC2)cc1 | 0.24 | 1179 | . | -16% | 7.4% | 3% | -0.13 | -0.23 | 0.16 | 1.4 | i | -3 | 3.4 | 1.4 | 1.4 | -0.6 | 1112
CCCCC(=O)NCCNc1nc2c(c(=O)n(C)c(=O)n2C)n1Cc1ccc(F)cc1 | -2.1 | 760 | -1.0% | 1% | -5.8% | 1% | -0.91 | -0.22 | -0.43 | 1.7 | i | -22 | 2.5 | 1.8 | 6.8 | -1.0 | 1095
COc1cccc(OC)c1C(=O)N1CCN(S(=O)(=O)c2ccc(C)cc2)CC1 | 0.1 | 1804 | -2.1% | 3% | 0.4% | 10% | -0.2 | 0.026 | 0.12 | 0.026 | i | -11 | 0.8 | 1.6 | 7.6 | -0.9 | 1062
CC(C)c1ccc(N(CC(=O)NCCSC(C)(C)C)S(C)(=O)=O)cc1 | -0.69 | 873 | -1.1% | -2% | -0.1% | 2% | -0.83 | -0.24 | -0.26 | 1.1 | i | -1 | 2.7 | 2.3 | 7.9 | . | .
COc1ccc(N(CN2C(=O)c3ccccc3C2=O)C(=O)COc2ccc(Cl)cc2Cl)cc1 | 0.04 | 1529 | 0.9% | 10% | 1.0%[50 µM] | 4% | -0.14 | -0.25 | -0.051 | 0.11 | i | -8 | 7.8 | 2.5 | 11 | -0.8 | 1080
CSc1ncc2ncn(C3OC(CO)C(O)C3O)c2n1 (stereo unspecified) | -0.67 | 1517 | . | 1% | -0.1% | 0% | 0.61 | -0.27 | 0.19 | -0.41 | . | . | . | . | . | -1.5 | 1173
Cc1cccc(OCCNC(=O)c2cccc(Oc3ccc(C(F)(F)F)cc3[N+](=O)[O-])c2)c1 | -0.39 | 1283 | -2.1% | 5% | 0.7% | 5% | 0.24 | -0.12 | 0.31 | -0.15 | i | -10 | 2.3 | 2.6 | 17 | 1.0 | 1136
CC1=C(C(=O)Nc2ccccc2)C(c2ccc(C(C)C)cc2)N2C(=O)CSC2=N1 (stereo unspecified) | . | . | -3.2% | 2% | 0.8% | -2% | 0.73 | -0.26 | 0.53 | 0.56 | i | 2 | 1.4 | 1.0 | 4.5 | -2.5 | 1140
CCn1c2ccccc2c2cc(NC(=O)C(=O)NCC3CCCO3)ccc21 (stereo unspecified) | -1.3 | 1328 | 3.2% | -5% | 0.1% | 0% | -0.44 | -0.36 | -0.1 | 1.2 | i | -7 | 1.7 | 2.4 | 7.8 | -1.3 | 1032
CC(=O)Nc1ccc(N(C(=O)c2ccco2)C(C(=O)NC2CCCC2)c2ccc(N3CCOCC3)cc2)cc1 (stereo unspecified) | -0.96 | 1305 | 1.5% | 7% | -3.4% | 2% | 0.91 | -0.21 | 0.67 | -0.72 | i | 21 | 2.3 | 1.5 | 3.0 | -1.8 | 1024
COc1ccc(/C=N/Nc2nc(N3CCCC3)nc(N3CCCC3)n2)cc1 | 0.02 | 1363 | 2.8% | -4% | 0.4%[50 µM] | -6% | 0.28 | -0.21 | 0.38 | -0.75 | i | -6 | 2.1 | 3.2 | 13 | -4.5 | 550
COCCCNC(=O)c1cccc(NC(=O)c2ccccc2)c1 | -0.2 | 1214 | -0.7% | -5% | -0.8% | 8% | 0.22 | -0.15 | -0.0043 | -0.53 | i | 1 | 2.6 | 3.2 | 7.8 | -1.2 | 971
Cc1ccc(N(CC2CO2)S(=O)(=O)c2ccc(C)cc2)cc1 (stereo unspecified) | . | . | 1.0% | 8% | -0.2% | 4% | -0.38 | -0.06 | -0.1 | 0.52 | i | -5 | 2.0 | 2.0 | 8.8 | -1.5 | 1100
Cc1cc(C(=O)COc2nncc3ccccc23)c(C)n1C | . | . | -0.4% | 13% | 0.0% | 6% | -0.43 | 0.0083 | -0.22 | 0.93 | i | 23 | 3.1 | 3.1 | 15 | -2.9 | 1092
Cc1cn(C(=O)C(C)N2C(=O)c3ccccc3C2=O)c(C)n1 (stereo unspecified) | 0.34 | 768 | 1.2% | 0% | 3.2% | 2% | -0.43 | -0.21 | -0.13 | 1.2 | i | -4 | 1.2 | 1.3 | 6.5 | . | .
COc1ccc(-c2n[nH]c(=S)n2/N=C/c2cccn2C)cc1 | -0.06 | 1177 | . | -4% | -1.7% | 2% | 1.6 | -0.2 | 0.69 | -1.6 | . | . | . | . | . | 0.3 | 1336
O=C(/C=N/NC(=O)c1ccc(Cl)cc1Cl)c1ccccc1 | -0.34 | 853 | . | 12% | 0.2% | -2% | 1 | -0.65 | 0.51 | -0.94 | . | . | . | . | . | -0.6 | 1415
CCOC(=O)C1(CCOC)CCN(C(=O)c2sccc2C)CC1 | . | . | 0.3% | . | 0.2% | . | 0.75 | -0.074 | 0.98 | -0.97 | i | 21 | 1.7 | 1.4 | 13 | -1.3 | 1073
OC(CN1CCOCC1)C12CC3CC(CC(C3)C1)C2 (stereo unspecified) | -0.17 | 1327 | -1.6% | -4% | -0.2%[50 µM] | 7% | -0.26 | -0.18 | 0.38 | -0.59 | i | 0 | 5.2 | 2.7 | 3.5 | -6.6 | 1192
COc1ccc(NC(=O)c2cccs2)cc1 | 0.51 | 1177 | -5.9% | -9% | 0.3% | -1% | -0.6 | -0.28 | -0.77 | 0.054 | i | -1 | 2.8 | 1.4 | 8.1 | -4.6 | 578
CCOC(=O)/C=C/C(=O)Nc1ccc(S(=O)(=O)Nc2c(C)cc(C)cc2C)cc1 | -0.07 | 1383 | -1.5% | 0% | 0.1% | 3% | -1.2 | 0.068 | -0.29 | -0.5 | i | -3 | 1.9 | 2.2 | 11 | 0.1 | 1143
